Polio RdRp inh: poliovirus RdRp elongation inhibitors, primary screen, biochemical, fluorescence polarization, total intensity | Genome polyprotein (Poliovirus type 1 (strain Mahoney)), P03300 | poliovirus polymerase elongation; active compounds read low | % elongation, % (compound at 16.7 µg/mL) | 150,000 tested, 0.66% active | AID 588519, 2011; in the data active means % elongation below about 90%; further: some results filed as inactive read as strong as hits
Target sequence (P03300 1749-2209 limits assumed): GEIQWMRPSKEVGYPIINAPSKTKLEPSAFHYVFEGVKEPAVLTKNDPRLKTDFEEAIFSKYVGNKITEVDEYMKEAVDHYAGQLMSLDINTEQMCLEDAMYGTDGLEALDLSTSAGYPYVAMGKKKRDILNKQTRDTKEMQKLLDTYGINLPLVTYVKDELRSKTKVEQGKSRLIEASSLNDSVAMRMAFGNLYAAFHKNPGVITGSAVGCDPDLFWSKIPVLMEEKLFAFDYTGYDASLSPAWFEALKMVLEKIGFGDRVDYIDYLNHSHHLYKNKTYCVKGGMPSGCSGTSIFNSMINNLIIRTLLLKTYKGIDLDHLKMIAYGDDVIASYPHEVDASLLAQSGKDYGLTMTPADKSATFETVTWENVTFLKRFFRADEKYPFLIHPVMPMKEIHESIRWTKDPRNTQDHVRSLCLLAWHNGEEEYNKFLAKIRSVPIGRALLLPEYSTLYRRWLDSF
Polio RdRp inh FP z-score: recorded beside Polio RdRp inh, whose call it bears; z-score; measured here: FP z-score; hits read low
* hit, by the source's call; & = joins results of further samples. Only part of the results is shown. The share of hits here may be higher or lower than overall.

item	canonical_smiles	Polio RdRp inh	Polio RdRp inh FP z-score
1	O=C(CCN1CCc2ccccc2C(O)(c2ccccc2)C1)c1ccc2c(c1)OCCO2 (centres undefined)	103	0.5
2	Nc1c(-c2ccccc2)cnn1-c1ccc(C(=O)O)cc1	101	0.2
3	Cc1ccc(NC(=O)/C(C#N)=C/c2ccccc2Cl)cc1C	100	-0.8
4	Cc1nn(C(C)C(=O)NC2CCC(C)CC2)c(=O)c2cc3sccc3n12 (centres undefined)	111	1.4
5	COc1ccc(CN2CNc3nc4ccccc4n3C2)cc1	104	0.7
6	COc1ccc2c(COC(=O)c3c(-c4ccccc4)noc3C)cc(=O)oc2c1	109	0.9
7	CCCc1nnc(NC(=O)c2nc(S(=O)(=O)Cc3ccc(C)cc3)ncc2Cl)s1	104	-0.5
8	COc1ccc(-c2noc(-c3ccc(N4CCN(C)CC4)c([N+](=O)[O-])c3)n2)cc1	107	-0.1
9	COc1ccc(NC(=O)CN2C(=O)COc3ccc(S(=O)(=O)N4CCCCC4)cc32)cc1OC	102	-0.2
10	O=C(CSc1nc2c(c(=O)n1Cc1ccccc1)SCC2)NCc1ccco1	104	0.6

Another view of some results above:
The line under a structure holds: Polio RdRp inh | Polio RdRp inh FP z-score
(1) O=C(CCN1CCc2ccccc2C(O)(c2ccccc2)C1)c1ccc2c(c1)OCCO2 (centres undefined)
    103 | 0.5
(2) Nc1c(-c2ccccc2)cnn1-c1ccc(C(=O)O)cc1
    101 | 0.2

More records follow.
item	canonical_smiles	Polio RdRp inh	Polio RdRp inh FP z-score
11	O=C(c1ccc(CNS(=O)(=O)c2ccc(Br)cc2)cc1)N1CCc2ccccc21	100	-1
12	O=C(CC1CCCCC1)c1c(O)c2ccccc2oc1=O	102	0.3
13	Cc1ccccc1CN1c2ccccc2-c2nc(SCC(=O)c3ccc(Cl)cc3)ncc2S1(=O)=O	111	0.3
14	COc1ccc(C(=O)n2nc(N)c3cc4ccc(C)cc4nc32)cc1OC	107	0.3
15	OC12CC3CC(C1)C1(NCCS1)C(C3)C2 (centres undefined)	100	0.1
16	Cn1c(=O)oc2cc(S(=O)(=O)N3CCCC(C(=O)NN4CCOCC4)C3)ccc21 (centres undefined)	101	-0.2
17	Cc1ccc2[nH]cc(C(c3ccccc3)c3ccc(Cl)s3)c2c1 (centres undefined)	107	0.3
18	CC1(C)C=Cc2c(ccc3ccc(=O)oc23)O1	100	0
19	COC(=O)c1ccc(COc2ccccc2OC)o1	102	0.2
20	O=C(O)CCn1cnc2ccccc21	103	0.2

(continued)
item	canonical_smiles	Polio RdRp inh	Polio RdRp inh FP z-score
21	CCc1ccc(NCN2C(=O)C3=C(CCCC3)C2=O)cc1	102	0
22	COc1ccc2c(c1)OC(c1ccccc1)(C(F)(F)F)NC2=O (centres undefined)	101	0.1
23	O=C(CN1CCOCC1)n1c2ccccc2c2ccccc21	105	1
24	Cc1ccc(CN(C(=O)COc2ccc([N+](=O)[O-])cc2)c2ccccn2)o1	111	0.3
25	CC(C)CCNC(=O)c1cc(-c2ccccc2)n[nH]1	103	0.3
26	O=C(Nc1ccc2oc(=O)ccc2c1)c1cccc(F)c1	104	0.5
27	Fc1ccc(-n2ncc3c(NCCCc4ccccc4)ncnc32)cc1	107	0
28	COc1cccc(NC(=O)N(Cc2cn(C)c3ccccc23)C2CCCCCC2)c1	110	0.6
29	COC(=O)/C=C1\SCC(=O)N1CC(=O)c1ccccc1	44	-4.4
30	COc1ccc(CCNc2nc3c(-c4cccc(F)c4)nnn3c3ccccc23)cc1OC	105	0.1

Shown as labelled records: entries from further up.
(21) CCc1ccc(NCN2C(=O)C3=C(CCCC3)C2=O)cc1
  Polio RdRp inh: 102
  Polio RdRp inh FP z-score: 0

(29) COC(=O)/C=C1\SCC(=O)N1CC(=O)c1ccccc1
  Polio RdRp inh: 44
  Polio RdRp inh FP z-score: -4.4

(24) Cc1ccc(CN(C(=O)COc2ccc([N+](=O)[O-])cc2)c2ccccn2)o1
  Polio RdRp inh: 111
  Polio RdRp inh FP z-score: 0.3

(30) COc1ccc(CCNc2nc3c(-c4cccc(F)c4)nnn3c3ccccc23)cc1OC
  Polio RdRp inh: 105
  Polio RdRp inh FP z-score: 0.1

Additional structures
item	canonical_smiles	Polio RdRp inh	Polio RdRp inh FP z-score
31	CNc1c(NC(=O)C2CC(=O)N(c3ccccc3)C2)c(=O)oc2ccccc12 (centres undefined)	103	-0.2
32	CCOC(=O)COc1ccc(CC)cc1C(=O)c1ccn2nc(-c3ccc(Cl)cc3)cc2n1	106	0.5
33	N#CC1=C(N)Oc2n[nH]c(-c3ccccc3)c2C1C1CC=CCC1 (centres undefined)	106	-0.6
34	Cc1cccc(NC(=O)CC2Nc3cccc4cccc(c34)NC2=O)c1 (centres undefined)	94	-1
35	C=CCn1c(CNC(=O)c2ccc(OC)cc2)nnc1SCc1nc2ccccc2c(=O)[nH]1	101	-0.5
36	Cc1cccc(OCc2ccc(-c3nc(C#N)c(N4CCC(C(N)=O)CC4)o3)o2)c1	101	-0.2
37	CCc1ccc(-n2c(SCC(=O)NC(C)CC)nc3n[nH]c(C)c3c2=N)cc1 (centres undefined)	97	-1
38	CC1CCc2onc(C(=O)N3CCCc4ccccc43)c2C1 (centres undefined)	106	0.7
39	CS(=O)(=O)N(CCc1ccccc1)CC(=O)O	100	-0.3
40	O=C1C2C(C(=O)N1C1CCCCC1)C1C=CC2C12CC2 (centres undefined)	102	0

Further structures
item	canonical_smiles	Polio RdRp inh	Polio RdRp inh FP z-score
41	CCCCC(CC)c1nnc(N)s1 (centres undefined)	100	0
42	O=C(/C=C/c1cccs1)OCc1nc2ccccc2s1	100	-0.7
43	CCOc1ccc(-n2nnc(C(=O)NCCN3CCOCC3)c2C)cc1	100	-0.8
44	CSc1ccc(S(=O)(=O)NC(C)C)cc1	98	-0.2
45	CC(C)CN(CC(C)C)Cn1c(=O)oc2ccccc21	103	0.4
46	O=c1c2cnn(-c3ccc(Cl)cc3)c2ncn1Cc1ccc(Cl)cc1	104	0.7
47	Cc1cc(C)cc(N2C(=O)CSC23C(=O)N(CC(=O)Nc2ccc(F)cc2F)c2ccccc23)c1 (centres undefined)	104	0
48	Cc1[nH]n(C(N)=S)c(=O)c1C(c1cccc(Cl)c1Cl)C(C#N)C#N (centres undefined)	101	-0.2
49	O=C(O)C1C2C=CC(C2)C1C(=O)NCc1ccccn1 (centres undefined)	101	-0.2
50	CCc1ccc(OCC(=O)Nc2c(C(=O)c3ccc(Br)cc3)oc3ccccc23)cc1	106	0.2

More structures.
item	canonical_smiles	Polio RdRp inh	Polio RdRp inh FP z-score
51	N#CC(C#N)=NNc1ccc2c(c1)OCCO2	94	-0.5
52	Cc1ccc(C(=O)Nc2nnc(S(=O)(=O)N(C)Cc3ccco3)s2)cc1	112	0.8
53	COCCN(CCc1ccncc1)S(=O)(=O)c1cc2[nH]c3c(c2cc1C)C(=O)CCC3	98	-1
54	NS(=O)(=O)c1ccc(N2C(=O)CSC2=S)cc1	99	-0.1
55	CCOC(=O)CCn1nc(-c2ccccc2)cc1N	103	0.7
56	CCOC(=O)c1cnc(-c2cccc(OC)c2)[nH]c1=O	99	-0.1
57	COc1ccc(-c2cc(C)no2)cc1S(=O)(=O)NCCN1CCN(c2ccccc2)CC1	99	-1.2
58	CCCCCCCC(=O)OC[C@H](CO)OC(=O)CCCCCCC	100&102	-0.3&0.5
59	CSc1nnc(-c2ccc(S(=O)(=O)n3nc(C)cc3C)s2)n1C	102	-0.8
60	C=CCNC(=O)CCn1c(=S)[nH]c2cc3c(cc2c1=O)OCO3	104	0.5

The listing continues.
item	canonical_smiles	Polio RdRp inh	Polio RdRp inh FP z-score
61	COc1ccc(-c2cc(-c3ccccc3)c(C#N)c(SC3CCCCC3O)n2)cc1 (centres undefined)	101	0
62	CCOc1ccc2c(c1)C(C)=CC(C)(C)N2C(=O)Cn1cnc2c1c(=O)n(C)c(=O)n2C	108	0.7
63	CC1CN(c2nnc(-c3ccccc3)c3ccccc23)CC(C)O1 (centres undefined)	103	0.3
64	CC12CCC3C(CC=C4CC(O)CCC43C)C1C/C(=C\c1ccc(C(F)(F)F)cc1)C2=O (centres undefined)	107	0.2
65	CC1CN(C(=O)COc2ccccc2)CC(C)O1 (centres undefined)	106	0.5
66	COc1ccc(-c2noc(-c3ccc(NCc4cccnc4)c([N+](=O)[O-])c3)n2)cc1	105	-0.6
67	COc1cccc(CN2CCC(C(=O)N3CCCC(C)C3)CC2)c1 (centres undefined)	102	0.1
68	Cc1ccc(N(C)C(=O)C2CCCN2S(=O)(=O)c2cccc3nsnc23)cc1 (centres undefined)	105	2.8
69	Cc1ccccc1NC(=O)Cn1c(=O)n(Cc2ccc3c(c2)OCO3)c(=O)c2ccc(C(=O)NC3CCCCC3)cc21	103	0
70	CCN(CC)S(=O)(=O)c1ccc(N2CCN(c3ccccc3F)CC2)nc1	100	-0.5

Carrying on:
item	canonical_smiles	Polio RdRp inh	Polio RdRp inh FP z-score
71	Oc1ccc2ccccc2c1C=NCc1cn2ccsc2n1	102	-0.4
72	O=C(Nc1cccnc1)C1CC(c2ccc(F)cc2)=NO1 (centres undefined)	102	0.2
73	O=C(COc1ccccc1)Nc1nonc1NC(=O)COc1ccccc1	103	0.3
74	Cc1cc(C)c(S(=O)(=O)NCCc2cc3ccc(C)c(C)c3[nH]c2=O)c(C)c1	107	0.5
75	CCC(CC)(C(=O)O)C(=O)O	98	-0.6
76	CC[C@H](CO)NCCN[C@H](CC)CO	98	-0.5
77	O=C(CCCn1c(=O)c2sccc2n(Cc2ccc(F)cc2)c1=O)NCc1ccc2c(c1)OCO2	103	0.9
78	O=C(CCn1cnc2onc(-c3ccc(F)cc3)c2c1=O)NCc1cccc(Cl)c1	101	-0.2
79	CN(C)C(CNC1CC2CC1C1CCCC21)c1ccco1 (centres undefined)	98	-0.7
80	Cc1cc(C)c(C)c(S(=O)(=O)Nc2ccccc2C(=O)NCC(=O)NCc2ccco2)c1C	103	0.2

Following part:
item	canonical_smiles	Polio RdRp inh	Polio RdRp inh FP z-score
81	CCc1ccc(NC(=O)C2CCN(C(=O)N3CC(CC)Oc4ccccc43)CC2)cc1 (centres undefined)	106	-0.2
82	CCCc1nc2nc(C)c(N)c(=O)n2[nH]1	103	0.4
83	CC(Sc1ncnc2c1oc1ccccc12)C(=O)c1ccc(F)cc1 (centres undefined)	105	-0.7
84	O=C(CN1C(=O)C2CC=CCC2C1=O)OCc1nnc(-c2ccccc2Br)o1 (centres undefined)	102	-0.1
85	O=C(Cc1ccccc1F)Nc1ccnn1Cc1ccccc1	106	0.4
86	Cc1ccc(NC(=O)C2CCN(S(=O)(=O)c3c(C)noc3C)CC2)cc1C	116	0.9
87	CC(C)n1c(=N)c(C(=O)NC2CCCCC2)cc2c(=O)n3ccccc3nc21	107	0.8
88	CCOc1ccccc1NC(=O)C1CCC(=O)N1S(=O)(=O)c1ccc(C)cc1 (centres undefined)	98	-1.5
89	Cc1cc2n(n1)C(c1ccccc1)Nc1ccccc1-2 (centres undefined)	100	-0.7
90	O=C(N/N=C/c1ccc(F)cc1)c1ccc(NC(=O)C2CC2)cc1	103	0.4

Other records.
item	canonical_smiles	Polio RdRp inh	Polio RdRp inh FP z-score
91	CCCC1c2cccn2CCN1C(=O)NCc1ccccc1 (centres undefined)	101	0.4
92	Cc1ccc(C(C)C)c(OCC(=O)Nc2ccc(-c3nc4ncccc4o3)cc2C)c1	103	-0.1
93	Fc1ccc(CNc2nc(-c3ccccc3)cc(C(F)(F)F)n2)cc1	105	0.2
94	COc1ccc(NC(=O)c2oc3ccc(S(=O)(=O)N4CCC5(CC4)OCCO5)cc3c2C)cc1	99	-1
95	Cc1ccc(SC(=O)c2ccc(C#Cc3ccccc3)o2)cc1	101	-0.5
96	N=c1ccn(CC(=O)N2CCCc3ccccc32)c2ccccc12	101	0.1
97	O=C(c1ccccc1F)N1c2ncnn2C2(CCCCC2)[C@@H]2CCCC[C@@H]21	110	0.7
98	COc1cccc(-n2c(=O)c3cc(OC)c(OC)cc3n(CC(=O)Nc3ccccc3)c2=O)c1	109	0.2
99	Clc1cc2c(c3ncccc13)OCN(CCC1=CCCCC1)C2	101	0
100	O=C(CN=C1NS(=O)(=O)c2ccccc21)N1CCC(c2nc3ccccc3s2)CC1	101	-0.1

A second format for 3 compounds above.
Second line of a record – Polio RdRp inh, Polio RdRp inh FP z-score
91	CCCC1c2cccn2CCN1C(=O)NCc1ccccc1 (centres undefined)
 : 101, 0.4
92	Cc1ccc(C(C)C)c(OCC(=O)Nc2ccc(-c3nc4ncccc4o3)cc2C)c1
 : 103, -0.1
97	O=C(c1ccccc1F)N1c2ncnn2C2(CCCCC2)[C@@H]2CCCC[C@@H]21
 : 110, 0.7

Following part:
item	canonical_smiles	Polio RdRp inh	Polio RdRp inh FP z-score
101	Cc1ccc(F)cc1NC(=O)Cn1c(C)cc(C)c(C#N)c1=O	113	1.1
102	O=C(CSc1nncs1)NCCN1C(=O)CSC1=O	103	0.1
103	CCNc1nc(NCC)nc(NNS(=O)(=O)c2cc(Br)ccc2Br)n1	103	0.1
104	CC1=C(C(=O)Nc2ccc(C)cc2C)C(c2ccccc2)n2nc(SCC(=O)c3ccc(C)cc3)nc2N1 (centres undefined)	109	0.5
105	CN(C)c1ccc(/C=N/n2cnc3ccccc32)cc1	102	0.2
106	O=C(NCc1ccc2c(c1)CCN2C(=O)c1ccccc1)Nc1cc(F)ccc1F	105	-0.6
107	Cc1ccc(NC(=O)COC(=O)CN2CSCC2=O)cc1C	100	-0.3
108	Cc1cc(=O)n(Cc2ccc(Cl)cc2)c(SCC(N)=O)c1C#N	100	-0.5
109	CCOc1ccc(CCNC(=O)CC2Oc3ccccc3NC2=O)cc1 (centres undefined)	100	-0.7
110	Cn1/c(=N/N=C2\C(=O)Nc3ccc(F)cc32)sc2ccccc21	107	0.6

(cont.)
item	canonical_smiles	Polio RdRp inh	Polio RdRp inh FP z-score
111	CC1(C)N=C(NC(=O)NC(=O)c2ccccc2Cl)N(c2ccccc2)O1	105	0.4
112	COc1cc(-c2nnn(CC(=O)Nc3ccc(OC(F)(F)F)cc3)n2)cc(OC)c1OC	102	-0.3
113	CCOC(=O)c1[nH]c(C)c(C(=O)N2CCN(c3ccccc3)CC2)c1CC	100	0
114	CC1CCN(C(=O)C2C3C=CC(C3)C2C(=O)O)CC1 (centres undefined)	92	-1.1
